All columns: NCI-60 one-dose screen, growth in % after 48 h at 10 µM unless noted; 100 = growth as untreated, 0 = no growth, -100 = all killed.
EKVX: EKVX NSCLC. 3% of 71,000 active
SK-MEL-5: SK-MEL-5 melanoma; 6.4% of 80,000 active
SK-MEL-28: SK-MEL-28 melanoma | 4.1% of 81,000 active
M14: M14 melanoma; AID 1794745; 6.2% of 80,000 active
HOP-92: HOP-92 NSCLC cells; 6.3% of 71,000 active; AID 1794738
HOP-62: HOP-62 NSCLC | 3.9% of 80,000 active | AID 1794735
A549/ATCC: A549/ATCC NSCLC; 3.7% of 81,000 active; AID 1794740
CCRF-CEM: CCRF-CEM leukemia; 7% of 77,000 active
* hit, by the source's call; nt = not tested or not shown; & = joins results of further samples. How the source made its calls: active means growth percent below 10; inactive means the rest. This is a random part of the collection. About 12% of those tested had a hit in this group.

Screens by letter – A = EKVX; B = SK-MEL-5; C = SK-MEL-28; D = M14; E = HOP-92; F = HOP-62; G = A549/ATCC; H = CCRF-CEM
1: C/C=C/[C@H](O)[C@H](O)/C=C\c1cccc(OC)c1CO
  A: 102	B: 103	C: 114	D: 106	E: 94	F: 87	G: 88	H: 109
2: COc1ccc(CN2CCc3c(nc(N)nc3Sc3ccccc3OC)C2)c(OC)c1
  A: 95	B: 67	C: 114	D: 91	E: 66	F: 105	G: 88	H: 69
3: N#Cc1c(-c2cccc([N+](=O)[O-])c2)nc(SCC(=O)c2ccccc2)[nH]c1=O
  A: 106	B: 106	C: 108	D: 96	E: 98	F: 81	G: 102	H: 102
4: O=C(NC(=S)Nc1cccc2c(O)cccc12)c1cccc(Br)c1
  A: 86	B: 93	C: 120	D: 100	E: 84	F: 90	G: 112	H: 105
5: O=C(Cn1ccccc1=O)Nc1ccccc1C(=O)c1ccccc1
  A: nt	B: 96	C: 102	D: 102	E: 104	F: 91	G: 95	H: 97
6: c1ccc(CN2CCc3c(sc4ncnc(N5CCCCC5)c34)C2)cc1
  A: 104	B: nt	C: 102	D: 117	E: nt	F: 104	G: 103	H: 98
7: COc1ccc(NC(=O)c2cc(OC)c(OC)c(OC)c2)cc1O
  A: 97	B: 23	C: 56	D: 36	E: 37	F: 35	G: 49	H: nt
8: COC(=O)/C=C1/SC(=Nc2ccc(C(F)(F)F)cc2)N(CCc2c[nH]c3ccc(O)cc23)C1=O
  A: 41	B: -62*	C: -29*	D: 0.1*	E: -54*	F: -27*	G: 18	H: -9.3*
9: Cc1cc(C)c(N2C(=O)CC(Sc3ccccc3N)C2=O)c(C)c1 (stereo unspecified)
  A: 87	B: nt	C: 61	D: 60	E: nt	F: 70	G: 75	H: 35
10: CCOC(=O)c1c(Nc2ccccc2)nn2c(-c3ccc(OC)cc3)ccnc12
  A: 100	B: 71	C: 90	D: 96	E: nt	F: 95	G: 89	H: 74
11: Oc1ccc(CSc2nnc(-c3ccc(Oc4ccccc4)cc3)o2)c2cccnc12
  A: 24	B: 17	C: 52	D: nt	E: 34	F: 9.5*	G: 9.2*	H: 16
12: COC1CC(NC(C)=O)C(OC(=O)c2ccccc2)C(CBr)O1 (stereo unspecified)
  A: nt	B: 100	C: 110	D: 110	E: 96	F: 108	G: 105	H: 96
13: CNC(=O)c1cc(Oc2ccc3nc(NC(=O)c4ccc5ncccc5c4)sc3c2)ccn1
  A: 88	B: 86	C: 101	D: 102	E: 110	F: 112	G: 76	H: 91
14: O=C(Nc1ccc([N+](=O)[O-])cc1)c1ccc(C(=O)Nc2ccc([N+](=O)[O-])cc2)cc1
  A: 97	B: 104	C: 100	D: 103	E: 78	F: 103	G: 97	H: 99
15: O=C(CCCl)OCCCl
  A: 96	B: 92	C: 111	D: 104	E: 96	F: 111	G: 105	H: 92
16: O=C(Nc1ccccc1)Nc1ncnc2c1ncn2-c1cccnc1
  A: 98	B: 99	C: 108	D: 96	E: 114	F: 101	G: 105	H: 118
17: Cc1ccc(N=Nc2sc(-n3[nH]c(=O)ccc3=O)nc2C)cc1
  A: 79	B: 96	C: 103	D: 80	E: 99	F: 90	G: 103	H: 100
18: Cc1cc(Cl)nc(N2CCN(CCNc3ccnc4cc(Cl)ccc34)CC2)n1
  A: 45	B: -45*	C: 48	D: 31	E: 28	F: 68	G: 58	H: 63
19: O=C(COc1cc(Cl)c(Cl)cc1Cl)Nc1cccc(O)c1
  A: 105	B: 95	C: 126	D: 138	E: nt	F: 167	G: 100	H: 80
20: CCCCn1c(C)nc2cc(Nc3nc(Cl)nc4nc[nH]c34)ccc21
  A: nt	B: 74	C: 99	D: 87	E: -1.1*	F: 66	G: 85	H: 78
21: Cc1ccc2nc(-c3c(-c4ccc(S(C)(=O)=O)cc4)nc4ccccn34)[nH]c2c1
  A: 93	B: 97	C: 102	D: 98	E: 92	F: 96	G: 102	H: 96
22: CCOC(=O)C1CN(C(C)C)C(=O)C1=O (stereo unspecified)
  A: 96	B: 108	C: 119	D: 105	E: 114	F: 95	G: 127	H: 80
23: O=C(O)c1cn(C2CC2)c2cc(N3CCN(Cc4c(O)ccc5ccccc45)CC3)c(F)cc2c1=O
  A: 60	B: 58	C: 28	D: 48	E: -8.2*	F: -41*	G: -22*	H: 68
24: CCN(CC)c1cn(-c2ccc(S(N)(=O)=O)cc2)nn1
  A: 105	B: 104	C: 105	D: nt	E: 99	F: 112	G: 105	H: 106
25: O=C(N/N=C/c1cccc(C(F)(F)F)c1)c1cc(-c2nc3ccccc3[nH]2)nc2ccccc12
  A: 94	B: 89	C: 97	D: 104	E: 107	F: 105	G: 99	H: 95
26: O=C1C(=O)N(c2ccc(Cl)cc2)C(=O)C(=O)C1c1nc2ccccc2s1
  A: 86	B: 102	C: 105	D: 92	E: 93	F: 89	G: 105	H: 111
27: CNCCCn1c2c(c3ccc([N+](=O)[O-])cc3c1=O)C(=O)c1cc(OC)cnc1-2
  A: 4.2*	B: -99*	C: -67*	D: -13*	E: -7.4*	F: -33*	G: -82*	H: -32*
28: CCC(C)NCc1ccccc1 (stereo unspecified)
  A: 103	B: 106	C: 112	D: 97	E: 94	F: 98	G: 95	H: 83
29: CC(=O)CC(=O)Nc1cccc(Cl)c1
  A: nt	B: 101	C: 109	D: 112	E: nt	F: 97	G: 98	H: 103
30: Nc1ncnc2c1C(c1ccc(Cl)cc1)c1sc3c(F)cccc3c1O2 (stereo unspecified)
  A: 71	B: 86	C: 106	D: 109	E: 55	F: 96	G: 102	H: 98
31: NC(=O)NC(CCl)NC(N)=O
  A: 95	B: 99	C: 106	D: 99	E: 84	F: 98	G: 97	H: 80
32: O=C1C(Cl)=C(Nc2ccc3c(c2NC2=C(Cl)C(=O)c4ccccc4C2=O)C(=O)c2ccccc2C3=O)C(=O)c2ccccc21
  A: 34	B: -96*	C: 47	D: -65*	E: 61	F: 39	G: -32*	H: 18
33: COc1ccc(Cl)cc1NC(=O)c1cc2c([nH]1)-c1nc(NC(=O)C(C)(C)C)sc1CCC2
  A: 75	B: 86	C: 97	D: 89	E: 92	F: 95	G: 86	H: 92
34: O=C(OCCNC1CCCCC1)c1ccccc1O
  A: 107	B: 100	C: 105	D: 112	E: nt	F: 114	G: 111	H: 100
35: COc1cccc(C)c1C
  A: 99	B: 105	C: 106	D: 98	E: nt	F: 114	G: 102	H: 100
36: COc1cc(/C=C/C(=O)c2cc(OC)c(OC)c(OC)c2)ccc1OCc1ccccc1
  A: 52	B: 63	C: 79	D: 66	E: 58	F: 41	G: 39	H: 4.4*
37: CC(C)=NNC(=O)CC(=O)NN=C(C)C
  A: nt	B: 107	C: 106	D: 109	E: nt	F: 101	G: 105	H: 103
38: CCCCCC(C)(O)CCC (stereo unspecified)
  A: nt	B: 103	C: 113	D: 102	E: 80	F: 104	G: 110	H: 88
39: COc1cc(/C=N/n2cnc3oc(-c4ccccc4)cc3c2=N)cc(CN2CCCC2)c1O
  A: 97	B: 91	C: 92	D: 14	E: 78	F: 86	G: 65	H: -2.5*
40: O=Cc1ccc(N=Nc2ccc(C=O)c(S(=O)(=O)O)c2)cc1S(=O)(=O)O
  A: 98	B: 107	C: 108	D: 93	E: 112	F: 99	G: 95	H: 121
41: C=CC(C)(O)CCC1C(=C)CCC2C(C)(C)CCCC12C (stereo unspecified)
  A: 97	B: 107	C: 101	D: 111	E: 126	F: 102	G: 78	H: 124
42: CCN(CC)CCOc1ccc(CNC(C)CCC2=C(C)CCCC2(C)C)cc1 (stereo unspecified)
  A: 104	B: 105	C: 114	D: 106	E: nt	F: 84	G: nt	H: 120
43: COc1cccc(/C=N/N(C)c2c([N+](=O)[O-])cc(C(F)(F)F)cc2[N+](=O)[O-])c1O
  A: nt	B: 93	C: 104	D: 98	E: 98	F: 112	G: 99	H: nt
44: C=C1C(=O)O[C@H]2[C@H]1CC/C(COC(=O)/C=C\C(=O)NCc1ccc(Cn3c(=O)sn(CCCCl)c3=O)cc1)=C\CC[C@@]1(C)O[C@@H]21
  A: 94	B: 102	C: 100	D: 40	E: 82	F: 88	G: 93	H: 1.6*
45: N/C(=N\OC(=O)CSc1nc2ccccc2s1)c1ccccc1
  A: 87	B: 100	C: 107	D: 97	E: 90	F: 91	G: 102	H: 101

Grouped by structure: the entries above with an aryl thioether with sulfur outside any ring.
Screens by letter – A = EKVX; B = SK-MEL-5; C = SK-MEL-28; D = M14; E = HOP-92; F = HOP-62; G = A549/ATCC; H = CCRF-CEM
2: COc1ccc(CN2CCc3c(nc(N)nc3Sc3ccccc3OC)C2)c(OC)c1
  A: 95	B: 67	C: 114	D: 91	E: 66	F: 105	G: 88	H: 69
3: N#Cc1c(-c2cccc([N+](=O)[O-])c2)nc(SCC(=O)c2ccccc2)[nH]c1=O
  A: 106	B: 106	C: 108	D: 96	E: 98	F: 81	G: 102	H: 102
9: Cc1cc(C)c(N2C(=O)CC(Sc3ccccc3N)C2=O)c(C)c1 (stereo unspecified)
  A: 87	B: nt	C: 61	D: 60	E: nt	F: 70	G: 75	H: 35
11: Oc1ccc(CSc2nnc(-c3ccc(Oc4ccccc4)cc3)o2)c2cccnc12
  A: 24	B: 17	C: 52	D: nt	E: 34	F: 9.5*	G: 9.2*	H: 16
45: N/C(=N\OC(=O)CSc1nc2ccccc2s1)c1ccccc1
  A: 87	B: 100	C: 107	D: 97	E: 90	F: 91	G: 102	H: 101

Next entries follow.
#	Molecule	EKVX	SK-MEL-5	SK-MEL-28	M14	HOP-92	HOP-62	A549/ATCC	CCRF-CEM
46	CC(C)(C)OC(=O)NNc1ccc2cccc(O)c2n1	104	87	104	72	96	81	92	36
47	CC(=O)NC(=O)NCN1CCOCC1	105	107	106	100	90	88	72	74
48	CN1CCc2c(sc3nc4n(-c5ccc(Cl)cc5)c(=O)c(=O)[nH]n4c(=O)c23)C1	93	111	109	95	nt	nt	76	nt
49	NC(=O)C1(Nc2ccccc2)CCCC1	111	103	110	108	nt	87	nt	105
50	CCOC(=O)c1cc(-c2ccc([N+](=O)[O-])cc2)n(-c2ccc(C(=O)O)c(O)c2)c1C	55	52	90	90	50	103	48	50
51	CCCCN1C(=O)/C(=c2\sc3n(c2=O)C2C(NN=3)N(CC)C(=O)N2CC)c2cc(Cl)ccc21 (stereo unspecified)	81	66	72	70	71	83	89	72
52	CCN(CC)C(=O)/C(C)=C(\C)c1ccccc1	104	97	109	110	nt	112	110	108
53	CC1=CSc2ncnc3ncn1c23	nt	96	98	105	80	99	94	99
54	COC(=O)CC[C@@H]1O[C@@H](c2cccc(C(F)(F)F)c2)C[C@H]1O	94	102	110	104	73	104	102	101
55	CCOC(=O)C1=C(C)OC(N)=C(C#N)C1c1cc(=O)oc2ccc(Cl)cc12 (stereo unspecified)	105	104	99	98	130	107	102	103
56	Cc1cc(C(=O)Nc2cc(Nc3ncccc3-c3ncnc4nc[nH]c34)ccc2F)cc(C(F)(F)F)c1	67	29	10	5.2*	-5.4*	39	56	62
57	COc1ccc(CCC(N)c2ccc(OC)cc2)cc1 (stereo unspecified)	98	99	104	91	nt	84	86	108
58	C/C=C/C/C=C/[C@H](C)C[C@H](O)[C@@H]1C[C@@H]2O[C@H]2/C=C/[C@@H]2OC(C)(C)O[C@H]2/C=C/C[C@H](C)CC(=O)O1	67	31	59	37	nt	42	25	25
59	CCCN(CCC)c1ccc(N=Nc2ccccc2C(=O)O)cc1	54	58	119	nt	40	108	57	90
60	CCOC(=O)c1nnn(Cc2cc(=O)oc3cc(C)cc(C)c23)c1C	101	97	112	104	102	103	97	86
61	COc1ccc(NC(=O)/C=C\C(=O)O)cc1OC	nt	102	104	107	97	108	94	94
62	Cc1ccc(-c2csc(N3C(=O)c4ccccc4C3=O)n2)cc1	nt	97	100	103	121	100	100	90
63	CC1=NN(c2ccccc2)C(=O)C1N=Nc1cc(Cl)cc(S(=O)(=O)O)c1O (stereo unspecified)	81	86	84	91	62	100	99	69
64	COc1ccc(-c2nnc(SCC(=O)Nc3ccc(C(=O)/C=C/c4ccccc4)cc3)n2-c2ccccc2)cc1OC	120	83	89	58	78	102	52	94
65	CC(C)(C)c1ccc(O)c(CN(CCO)CCO)c1	137	109	nt	96	72	87	84	58
66	c1ccc2c(c1)C(=NN=C1c3ccccc3-c3ccccc31)c1ccccc1-2	nt	103	111	98	82	93	99	96
67	Cc1ccc2nc(NC(=O)CSc3nc(-c4ccc(O)cc4)c(C#N)c(=O)[nH]3)sc2c1	105	100	108	102	105	96	105	nt
68	Brc1ccc(-c2nnc(CSc3nnc(-c4ccncc4)o3)o2)cc1	84	nt	102	98	82	82	101	102
69	c1cc(-c2nc3sc(-c4ccncc4)nc3s2)ccn1	92	99	101	100	120	104	100	103
70	CC(C)(O)Cn1cc(-c2ccc3nc(OC4CC4)ccc3c2)c2c(N)ncnc21	49&86	38&84	72&101	62&81	33&48	40&74	51&75	38&67
71	C[C@@H]1C(=O)N(C[C@@H](Cc2ccccc2)NC(=O)OCc2ccccc2)[C@]1(Cc1ccccc1)C(=O)OCc1ccccc1	18	-6.6*	64	45	30	67	23	67
72	CCC1S/C(=N\N=C(/C)c2cc3ccccc3o2)N(c2ccccc2)C1=O (stereo unspecified)	135	84	114	101	47	101	113	-73*
73	Oc1ccc(Cc2nccc3cc(O)c(O)cc23)cc1O	92	87	nt	98	42	93	102	82

Structures shown so far that contain a thiophene ring, fused or not (3):
#	Molecule	EKVX	SK-MEL-5	SK-MEL-28	M14	HOP-92	HOP-62	A549/ATCC	CCRF-CEM
6	c1ccc(CN2CCc3c(sc4ncnc(N5CCCCC5)c34)C2)cc1	104	nt	102	117	nt	104	103	98
30	Nc1ncnc2c1C(c1ccc(Cl)cc1)c1sc3c(F)cccc3c1O2 (stereo unspecified)	71	86	106	109	55	96	102	98
48	CN1CCc2c(sc3nc4n(-c5ccc(Cl)cc5)c(=O)c(=O)[nH]n4c(=O)c23)C1	93	111	109	95	nt	nt	76	nt

Source: PubChem (NCI)
